PME-1 primary – blocks human protein phosphatase methylesterase 1 | Q9Y570 | recombinant PME-1, FP-Rh probe fluorescence polarization | inhibition, % at 5.9 µM | hit rate 0.53% among 320,000;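 active means inhibition above the campaign mean of all compounds plus 3 SD, cut at about 26% in these data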;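 further: competitive labeling of PME-1 active site by serine hydrolase directed probe; 0% = PME-1 with DMSO and 100% = wells lacking PME-1 enzyme; inhibitors block probe labeling so polarization falls and inhibition rises; many of its hits are not listed in these tables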
Target sequence (Q9Y570 whole entry, looked up): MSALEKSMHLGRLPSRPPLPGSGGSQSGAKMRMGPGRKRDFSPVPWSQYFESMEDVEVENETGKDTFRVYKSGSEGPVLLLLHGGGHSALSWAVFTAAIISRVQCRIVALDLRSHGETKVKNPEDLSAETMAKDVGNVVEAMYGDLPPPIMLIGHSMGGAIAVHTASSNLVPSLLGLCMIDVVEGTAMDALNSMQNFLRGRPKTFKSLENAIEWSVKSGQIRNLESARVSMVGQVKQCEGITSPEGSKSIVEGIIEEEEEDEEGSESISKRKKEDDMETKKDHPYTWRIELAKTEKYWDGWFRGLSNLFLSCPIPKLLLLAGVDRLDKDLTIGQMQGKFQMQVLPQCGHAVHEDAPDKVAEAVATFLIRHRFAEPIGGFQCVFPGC
Fam108B counter – blocks mouse Fam108B hydrolase in RBBP9 counter-screen; hit rate 0.33% among 300,000; recombinant Fam108B, FP-Rh probe fluorescence polarization; inhibition, % at 9.51 µM;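 active means inhibition above the screen mean inhibition plus 3 SD, computed separately per campaign, cut at about 18% in these data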;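 further: inhibitors lower polarization as less probe binds the enzyme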
pPAFAH FP inh – inhibitors of human plasma PAF acetylhydrolase (pPAFAH); Q13093; recombinant pPAFAH, FP-rhodamine probe fluorescence polarization; inhibition, % at 3.39 µM; hit rate 1.5% among 330,000; AID 463082;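 active means inhibition above the mean inhibition across the screen plus 3 SD, cut at about 25% in these data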;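 further: inhibitors block binding of the rhodamine activity-based probe so polarization drops; 0% = enzyme with DMSO and 100% = wells lacking pPAFAH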
MEX-5 binding – C. elegans MEX-5 TCR-2 RNA binding activity | MEX-5/FITC-TCR2 RNA binding, fluorescence polarization; stronger effect = lower value | activity score (negative = inhibition of binding), % at 10 µM | hit rate 0.38% among 300,000;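 active means inhibition past about -25% in most replicates, and total fluorescence under double the plate's negative control median, limit read from the data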;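 further: 0% = DMSO and -100% = 5 µM competing unlabeled TCR2 RNA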
AHR activator – activates the human aryl hydrocarbon receptor | P35869 | AHR-responsive luciferase reporter cells, luminescence | activation, % at 5 µM | hit rate 2.5% among 320,000; in the data active means activation above about 47%;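 further: 0% = vehicle wells and 100% = reference agonist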
Bcl-xL primary – Bcl-xL (human) inhibition | inhibition, % at 10.9 µM | GST-Bcl-xL / FITC-Bim BH3 peptide fluorescence polarization | hit rate 0.7% among 320,000;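 active means inhibition above the mean of all tested compounds plus 3 SD, cutoff set per campaign, cut at about 30% in these data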;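 further: 0% = DMSO wells and 100% = unlabeled Bim-BH3 peptide competitor; inhibitors lower millipolarization by displacing the labeled peptide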
Target sequence (Q07817 whole entry, looked up): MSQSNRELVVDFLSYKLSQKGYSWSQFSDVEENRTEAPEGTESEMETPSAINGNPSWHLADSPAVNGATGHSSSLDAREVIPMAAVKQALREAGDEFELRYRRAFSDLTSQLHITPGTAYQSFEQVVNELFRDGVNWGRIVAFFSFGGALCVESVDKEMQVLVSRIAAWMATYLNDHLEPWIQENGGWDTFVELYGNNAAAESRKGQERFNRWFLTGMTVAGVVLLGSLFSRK
MCL1-BIM inh – disrupts human MCL1 binding to BIM-BH3 peptide. GST-MCL1 / FITC-Bim-BH3 fluorescence polarization. inhibition, % at 10.9 µM. hit rate 0.68% among 320,000. AID 2057;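 active means inhibition above the mean inhibition of all tested compounds plus 3 SD, set per campaign, cut at about 40% in these data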;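 further: 0% = DMSO wells and 100% = unlabeled Bim-BH3 peptide control; higher means more loss of mP so more displacement of Bim peptide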
PAFAH1B2 FP inh – inhibitors of human PAFAH1B2; inhibition, % at 3.39 µM; P68402; hit rate 1.2% among 340,000; recombinant PAFAH1B2, FP-rhodamine activity probe, fluorescence polarization; AID 492953;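 active means inhibition above the mean of all tested compounds plus 3 SD, cut at about 24% in these data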;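 further: 0% = enzyme with DMSO and 100% = wells lacking PAFAH1B2; many of its hits are not listed in these tables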
GLD-1 TGE inh – GLD-1-TGE RNA interaction inhibition (C. elegans); hit rate 0.44% among 320,000; Q17339; AID 2280; inhibition, % at 5.96 µM; purified GLD-1 + fluorescein TGE RNA, fluorescence polarization;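 active means percent inhibition above a per-plate cutoff, the plate mean of test compounds plus 3 SD, cut at about 30% in these data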;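 further: 0% = DMSO wells with GLD-1 and probe and 100% = wells lacking GLD-1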
Target sequence (Q17339 whole entry, looked up): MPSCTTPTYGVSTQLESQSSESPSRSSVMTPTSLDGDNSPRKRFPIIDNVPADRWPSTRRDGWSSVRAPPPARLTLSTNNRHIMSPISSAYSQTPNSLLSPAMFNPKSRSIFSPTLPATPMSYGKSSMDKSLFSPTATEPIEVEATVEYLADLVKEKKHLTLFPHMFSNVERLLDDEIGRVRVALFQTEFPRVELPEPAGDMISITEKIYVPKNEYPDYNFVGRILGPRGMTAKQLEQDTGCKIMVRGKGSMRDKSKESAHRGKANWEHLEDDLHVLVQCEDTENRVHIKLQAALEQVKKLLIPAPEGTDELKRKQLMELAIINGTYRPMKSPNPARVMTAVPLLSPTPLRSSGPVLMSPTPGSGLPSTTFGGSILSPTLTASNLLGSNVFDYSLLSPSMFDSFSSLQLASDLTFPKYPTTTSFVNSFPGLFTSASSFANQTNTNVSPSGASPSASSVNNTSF
Active calls of the source: *; . = no result given. Not all compounds are listed. The share of hits here may be higher or lower than overall.

SMILES | PME-1 primary | Fam108B counter | pPAFAH FP inh | MEX-5 binding | AHR activator | Bcl-xL primary | MCL1-BIM inh | PAFAH1B2 FP inh | GLD-1 TGE inh
CC(C)(C)C(=O)NC1(C(F)(F)F)N=C2SCCN2C1=O (stereo unspecified) | 4 | 1 | 0 | -3.1 | -1 | 2 | 0 | 2 | 0
COc1ccc(C)cc1NC(=O)C(OC(=O)c1cc(C)oc1C)c1ccccc1 (stereo unspecified) | -18 | -7 | 5 | 2.7 | 73* | -4 | -9 | 0 | -3
COc1ccc(CNC2CC(=O)N(C)C2=O)cc1 (stereo unspecified) | 5 | -3 | 0 | 3.1 | 0 | 4 | -2 | 1 | 13
O=C(Nc1nc2c(F)cc(F)cc2s1)C1CC(=O)N(Cc2ccco2)C1 (stereo unspecified) | -2 | 2 | 14 | 2.0 | 60* | 9 | 13 | 2 | 5
Cc1ccc(NC(=O)CN(c2ccccc2F)S(C)(=O)=O)cc1 | 1 | -1 | 3 | -1.5 | 2 | -1 | 1 | 2 | 0
CCc1ccccc1NC(=O)CNC(=O)CNC(=O)c1cccs1 | -1 | . | 0 | . | 2 | 6 | 5 | 0 | 3
CCCCn1c(SCC(=O)NCc2ccco2)nnc1-c1ccco1 | 0 | 2 | -4 | -0.7 | -2 | 1 | -8 | 4 | 3
CSCCC(NC=C1C(=O)OC(C)(C)OC1=O)C(=O)O (stereo unspecified) | -2 | 0 | 5 | -2.2 | 2 | -2 | -1 | 1 | -2
O=C(CCN1C(=O)c2ccccc2C1=O)Nc1ccccn1 | -5 | -2 | 5 | 1.9 | -4 | -4 | -4 | 3 | 1
CCc1ccc(-c2cc(C)no2)cc1S(=O)(=O)NCCc1ccc(OC)c(OC)c1 | 3 | 3 | -3 | -1.9 | 5 | 6 | 9 | -6 | -8
COc1ccc(N2CCN(C(=O)c3ccncc3)CC2)cc1 | -1 | -1 | 2 | -1.0 | -2 | 7 | -5 | 5 | 0
O=C(CCNC(=O)c1ccc(Br)cc1)NNC(=O)C1COc2ccccc2O1 (stereo unspecified) | -2 | 1 | -1 | -1.7 | 3 | -2 | -4 | -3 | 9
N#Cc1ccc(C(=O)Nc2ccc(N3CCN(C(=O)c4ccco4)CC3)cc2)c(F)c1 | -4 | 1 | 5 | -5.7 | -10 | 1 | -5 | 7 | -1
Nc1cc(Cl)ccc1C(=O)OCC(=O)NC1CCCCC1 | -10 | -4 | -3 | 1.4 | 1 | 3 | 6 | -2 | 1
O=C(COC(=O)Cc1ccccc1[N+](=O)[O-])NCC1CCCCC1 | -2 | 3 | 2 | 1.7 | 2 | 6 | 3 | -1 | 5
OCC[C@H]1C[C@H](O)[C@@H](O)[C@@]2(CCCO2)O1 | 4 | -1 | 3 | 3.3 | -1 | 9 | 11 | 8 | 6
Cc1occc1C(=O)N(C)Cc1nc(-c2ccc(Cl)cc2)no1 | 2 | -4 | -2 | 0.6 | 6 | -2 | -2 | 2 | -3
O=C(COC(=O)c1ccc(Br)o1)NCCc1ccccc1 | 2 | -3 | 10 | 2.1 | -1 | 1 | 4 | -1 | 3
C=CCn1c(SCC(=O)Nc2ccccc2OC)nc2c([nH]c3ccccc32)c1=O | 0 | -12 | 1 | 0.5 | 34 | 0 | -7 | 0 | 3
COc1ccc(CN2C(=NC(=O)CCC3CCCC3)SC3CS(=O)(=O)CC32)cc1 (stereo unspecified) | -3 | -9 | 3 | -1.1 | 2 | 4 | 0 | -3 | 8
CCCNC(=O)c1cccc(COc2ccccc2OC)c1 | -2 | 3 | 3 | 1.0 | 11 | 0 | 2 | 3 | 2
S=C(NC1CCCC1)NC1CC1 | 1 | 1 | -4 | -0.3 | -3 | 0 | 12 | 1 | 0
COc1ccc(-c2nc(CSCC(=O)NC3CC3)c(C)o2)cc1OC | 1 | -2 | 1 | 1.5 | 3 | 4 | 11 | 3 | 5
COC(=O)c1ccccc1NC(=O)CSc1nnc(-c2cccnc2)n1N | 5 | -4 | 1 | 0.7 | 7 | -4 | 3 | 0 | -5
Cc1cnc(C(=O)OCC(=O)c2csc(N3CCCCC3)n2)cn1 | 10 | 7 | 3 | 0.4 | 5 | 4 | 10 | 7 | -1
CCn1c(Cc2ccccc2)nnc1SCC(=O)Nc1ccc2c(c1)OCO2 | 8 | 1 | 0 | 0.1 | 12 | 1 | 4 | 1 | 4
CCc1ccc(NC(=O)c2c(C(=O)Nc3ccccc3)sc3nc(C)cc(=O)n23)cc1 | 1 | -3 | 3 | 3.2 | 4 | -1 | 3 | 0 | 2
O=C(NCc1n[nH]c(=S)n1-c1ccc(Cl)c(Cl)c1)c1ccco1 | 2 | 5 | -4 | 0.6 | 7 | -9 | -16 | 3 | 2
Cc1cc(C)c(S(=O)(=O)N2CCCOC2CNC(=O)C(=O)NCc2ccccn2)c(C)c1 (stereo unspecified) | 0 | 2 | 2 | 2.2 | -2 | -4 | 9 | 10 | 1
COc1ccc(-n2cccc2C=O)cc1 | -2 | -1 | 1 | 1.4 | 0 | -3 | -3 | -4 | 0
CCn1c(=S)sc2c(=O)[nH]c(C)nc21 | 0 | -1 | 7 | 0.0 | 1 | 8 | 7 | 2 | 3
O=C(COC(=O)[C@@H]1CCCN1C(=O)c1cccs1)Nc1ccc(F)cc1[N+](=O)[O-] | 1 | 1 | -2 | 0.7 | 0 | 5 | 3 | 1 | 2
O=C(NCc1ccccn1)C1CC(=O)N(C2CCCC2)C1 (stereo unspecified) | -3 | 1 | 6 | -1.0 | -1 | 8 | 1 | 2 | 1
O=C(Nc1ccc(S(=O)(=O)Nc2nccs2)cc1)C1CCCCC1 | 6 | 10 | 2 | 1.6 | -3 | 3 | 4 | 4 | 8
CNc1nc(N2CCc3ccccc32)ncc1F | 1 | 2 | 2 | -1.6 | -1 | 8 | 2 | 0 | 5
Cc1ccc(C(=O)N/C(=C/c2ccc(-c3ccc([N+](=O)[O-])cc3)o2)C(=O)NCCCN(C)C)cc1 | 7 | 5 | 6 | 0.5 | 1 | -7 | -13 | 5 | -11
CCC1(C)CC2(CCCN(CCC(O)(c3ccccc3)c3ccccc3)C2)CCO1 (stereo unspecified) | 3 | -2 | 2 | 0.6 | -4 | 2 | 0 | 6 | 5
CCOC(=O)Nc1nc(C)c(C(=O)c2ccc(Cl)cc2)s1 | -13 | -7 | 2 | -0.2 | 4 | 1 | 8 | 1 | -4
O=C1CCc2ccc(NS(=O)(=O)c3ccc(F)cc3)cc2N1 | -2 | -2 | 7 | 1.4 | 1 | 3 | 3 | 0 | -3
Cc1ccc(-c2noc(CCC(=O)Nc3cc(C)ccn3)n2)cc1 | -9 | 3 | 0 | 0.0 | 0 | 5 | -2 | 3 | 9
CCCN(C(=O)Cn1ncc2c(=O)oc3ccccc3c21)c1cccc(C)c1 | 4 | 0 | -5 | 1.2 | 3 | 4 | 9 | 4 | -1
COc1ccccc1N1CCN(C(=O)CN(C)S(=O)(=O)c2cc(C)ccc2OC)CC1 | -4 | -4 | 4 | 0.6 | 2 | 3 | -6 | -1 | 0
CC(NC(=O)Cn1nc(-c2ccccc2)ccc1=O)c1ccccc1 (stereo unspecified) | -4 | 3 | -1 | . | 1 | 4 | 5 | 2 | -1
COc1ccc(OCc2nc(C#N)c(NCCCn3ccnc3)o2)cc1 | 0 | 1 | 2 | 2.1 | 9 | 5 | 1 | 2 | 0
Cc1ccc(CN2CCSc3sccc3C2=O)cc1 | 5 | -2 | 3 | 1.1 | 3 | 1 | 29 | 0 | -4
O=C(c1cc(-c2ccccc2)nc2ccccc12)N1N=C(C(F)F)CC1(O)C(F)F (stereo unspecified) | -5 | -6 | 1 | -0.6 | -1 | -1 | -3 | 1 | 6
CCN(c1ccccc1)S(=O)(=O)c1cc(NC(=O)CSc2n[nH]c(=O)[nH]c2=O)ccc1Cl | -6 | 13 | -6 | 0.7 | 1 | 3 | 10 | -5 | 2
COc1ccccc1CNC(=O)C(NS(=O)(=O)c1cccc2nsnc12)C(C)C (stereo unspecified) | 1 | 0 | -2 | -2.7 | 1 | -2 | -7 | 3 | -6
CN(C)/C=C1\Oc2ccc3ccccc3c2C1=O | -5 | -1 | 1 | 4.1 | 12 | -3 | -5 | 3 | -3
CS(=O)(=O)N1CCN(c2ccccc2NC(=O)Nc2cccc(Cl)c2)CC1 | 4 | 12 | 6 | -0.2 | 6 | 4 | 11 | 5 | 1
Cc1ccc(NC(=O)c2cc(N3C(=O)C=CC3=O)ccc2Cl)cc1C | -4 | -6 | 23 | 0.3 | 5 | 15 | 15 | -4 | -9
COc1ccc(S(=O)(=O)Nc2cccc(NC(C)=O)c2)cc1 | -2 | 4 | 2 | -1.1 | -4 | 0 | -5 | -1 | 6
O=C(NC(Cc1ccccc1)C(=O)O)/C(=C/c1ccc(F)cc1)NC(=O)c1ccccc1 (stereo unspecified) | -4 | 1 | 0 | 0.3 | 4 | 4 | 6 | 2 | 6
CC(C)C(OC(=O)c1cccs1)C(=O)NC1CCCCC1 (stereo unspecified) | -4 | -3 | 2 | 1.0 | 0 | 7 | 14 | 0 | 6
Cc1cc(NC(=O)c2ccc(NC(=O)C3CCCO3)cc2)ccc1Br (stereo unspecified) | -3 | -2 | 2 | 0.9 | 1 | 0 | 0 | 1 | -1
CCOC(=O)CN1C(=O)N[C@@H](CCc2ccccc2)C(C(C)=O)=C1C | 0 | -2 | 1 | -0.5 | 2 | 2 | -3 | . | 0
CC1=NN(C(N)=S)C(=O)C1N=Nc1cccc(Cl)c1C (stereo unspecified) | 3 | 7 | 12 | -5.5 | 138* | 3 | 10 | 2 | -5
Cc1c(NS(=O)(=O)c2cc(C(=O)NCCN(C)C)ccc2Cl)c(=O)n(-c2ccccc2)n1C | 5 | 7 | 51* | 2.1 | 0 | 17 | 75* | 2 | -7
COCCNC(=O)C1CC(=O)N(c2ccc(F)c(Cl)c2)C1 (stereo unspecified) | -8 | -1 | -1 | 2.2 | -3 | 5 | -8 | -5 | 7
CC1(C)CC(=O)C=C(c2cccc(O)c2)C1 | 0 | . | -1 | . | -2 | 2 | 6 | 5 | -10
The list continues:
SMILES | PME-1 primary | Fam108B counter | pPAFAH FP inh | MEX-5 binding | AHR activator | Bcl-xL primary | MCL1-BIM inh | PAFAH1B2 FP inh | GLD-1 TGE inh
CCCCCCc1cc2cc(C(=O)Nc3ccccc3OC)c(=O)oc2cc1O | -8 | 1 | 5 | 1.3 | 1 | 5 | 0 | 4 | 5
C/C(=N/NC(=O)c1ccco1)c1ccc(NC(=O)c2ccc(F)cc2)cc1 | 2 | -2 | 2 | 0.8 | 2 | 0 | 8 | -1 | -2
CN(C)Cc1c(C(=O)N/N=C/c2cccc3ccccc23)nnn1-c1nonc1N | -4 | 1 | 8 | -0.4 | 3 | 4 | -1 | -5 | 3
Cc1ccc(S(=O)(=O)N2CCN(C(=O)CN3C(=O)CNC3=O)CC2)cc1 | 9 | . | 6 | . | 0 | 2 | 5 | 4 | -1
CCOC(=O)C1CCN(S(=O)(=O)c2ccc(OCC)cc2)CC1 | 6 | 0 | 7 | 0.3 | -1 | 3 | 4 | -1 | 6
CC1=CC(C)(C)n2c(O)c(N=NC(N)=S)c3cccc1c32 | -2 | -3 | 5 | 0.4 | 15 | 8 | 11 | 3 | 5

Screening results as filed in PubChem.
